GST TR-FRET counter: GST-antibody interaction or FRET quenching – biochemical, TR-FRET, artefact control for Vif-APOBEC3G degradation inhibitor project, dose response (AID 1117362). TR-FRET counter screen, biotin-GST/anti-GST signal. IC50 in µM for hits, for the others inhibition, % at the top dose, mostly 100 µM. 3,600 compounds, 2.8% hits;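 active = inhibition above 30% at one or more concentrations, seen consistently on every test date; inconclusive = results that disagree between repeat test dates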;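 note: biotinylated GST protein used in place of GST-Vif 1-94 and biotin-A3G peptide; detects fluorescence quenchers or blockers of GST binding to anti-GST antibody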
* marks the source's active call; other numbers are inactive results; ? = inconclusive. These rows are one share of the data, so the mix of outcomes need not match the whole.

SMILES	GST TR-FRET counter
O=C(NN1C(=O)/C(=C/C=C/c2ccco2)SC1=S)c1ccncc1	2.9%
Cc1c(CN2CCC(CO)(Cc3cccc(C(F)(F)F)c3)CC2)c2ccccc2n1C	-1.6%
Cc1cccc(-n2c(Cc3cc(=O)[nH]c(=O)[nH]3)nnc2SC(C)C)c1	-5.8%
Cc1ccc(CC(NC(=O)c2ccccc2)C(=O)NC(C)C(=O)O)cc1 (stereo unspecified)	-0.7%
Cc1ccn(C(=O)c2cc3ccccc3oc2=O)n1	6.4%
COC(=O)CSC1=C(C#N)C(c2ccccc2)CC(=O)N1 (stereo unspecified)	9.9%
Cc1cccc(N2C(=O)CN=C2Nc2nc(C)cc(C)n2)c1	1.6%
CN(CC(=O)Nc1ccc(F)cc1)C(=O)c1cc(-c2ccco2)nc2ccccc12	2.0%
CC1(C)Cc2cccc(OCC(O)CN3CCN(c4ccccn4)CC3)c2O1 (stereo unspecified)	-1.9%
O=C(Nc1c2c(nn1-c1ccc(F)cc1)CS(=O)C2)C12CC3CC(CC(C3)C1)C2 (stereo unspecified)	-0.6%
COc1cccc(CN2CCSCC2)c1	-1.1%
Oc1ccccc1-c1cc(C(F)(F)C(F)F)[nH]n1	5.4%
COc1ccc(-n2ncc3c(NCc4ccccn4)ncnc32)cc1	5.0%
O=C(Nc1ccccc1)c1ccc(S(=O)(=O)N(CCO)CCO)cc1	0.8%
CCC(Sc1nc(N)c(NC(=O)c2ccc(OC)c(OC)c2)c(=O)[nH]1)C(=O)OC (stereo unspecified)	0.1%
CCN(CC)c1ccc(NC(=O)CCS(=O)(=O)c2ccc(Br)cc2)c(C)c1	0.0%
COc1cccc(NC(=O)CN(C)C(=O)CCCc2nc3ccccc3s2)c1	3.3%
O=C(N/N=C/c1ccc[nH]1)c1cccnc1	-2.5%
CC(NC(=O)c1ccco1)C(=O)N1CCc2ccccc2C1 (stereo unspecified)	1.7%
CN(CC(=O)Nc1cccc(F)c1)C(=O)c1cccc(-n2cccc2)c1	-3.0%
CC1=CC(C)(C)Nc2ccc(OC(=O)CN3C(=O)c4cccc5cccc(c45)C3=O)cc21	12.1%
Cc1cc(C(=O)N2CCN(C/C=C/c3ccccc3)CC2)cs1	2.3%
O=C1CC(Nc2ccc(N3CCOCC3)cc2)C(=O)N1c1cccc(C(F)(F)F)c1 (stereo unspecified)	1.6%
CC(C)C(c1nnnn1C1CCCCC1)N1CCN(c2ncccn2)CC1 (stereo unspecified)	-3.8%
COc1ccccc1C1C=C(c2ccc(C)cc2)Nc2nnnn21 (stereo unspecified)	-0.8%

Next part (five carried over from the part before).
SMILES	GST TR-FRET counter
CC1=CC(C)(C)Nc2ccc(OC(=O)CN3C(=O)c4cccc5cccc(c45)C3=O)cc21	12.1%
Cc1cc(C(=O)N2CCN(C/C=C/c3ccccc3)CC2)cs1	2.3%
O=C1CC(Nc2ccc(N3CCOCC3)cc2)C(=O)N1c1cccc(C(F)(F)F)c1 (stereo unspecified)	1.6%
CC(C)C(c1nnnn1C1CCCCC1)N1CCN(c2ncccn2)CC1 (stereo unspecified)	-3.8%
COc1ccccc1C1C=C(c2ccc(C)cc2)Nc2nnnn21 (stereo unspecified)	-0.8%
Cc1ccc(/C=C/C(=O)Nc2cccc(S(=O)(=O)N3CCOCC3)c2)o1	3.1%
COc1ccc(NCc2nc3ccccc3n2CCOc2ccccc2)cc1	11.9%
Cc1cc(C)n2nc(SCC(=O)Nc3ccc(F)cc3)nc2n1	4.6%
CCOc1ccc(C2c3c(oc4ccccc4c3=O)C(=O)N2CCCN2CCOCC2)cc1 (stereo unspecified)	7.7%
CCNC(=O)C1CC(=O)N(Cc2ccc(F)cc2)C(=Nc2ccc(OC)cc2)S1 (stereo unspecified)	2.9%
O=[N+]([O-])/C(C(Cl)=C(Cl)Cl)=C(/NC1CC1)Sc1ccccc1	-2.9%
CC(=O)NNC(=O)C(O)(c1ccccc1)c1ccccc1	-2.4%
O=C1Cc2cccc(=O)c(O)c2C(=O)O1	6.6%
S=C(N/N=C/c1cccs1)NC1CC2CCC1C2 (stereo unspecified)	-4.9%
O=C(/C=C/c1ccco1)Nc1ccc(Oc2ccccc2)cc1	-2.9%
Cc1ccc(C2C(C#N)=C(N)Oc3c2oc(CO)cc3=O)o1 (stereo unspecified)	8.7%
CCN(CC)c1ccc(C2NC(=O)NC(C)=C2C(=O)Nc2ccccc2)cc1 (stereo unspecified)	10.4%
COc1ccccc1NC(=O)COC(=O)c1cc2c(s1)CCC2	-4.3%
O=C(Cc1cccs1)Nc1cccc(-c2nc3ccccc3o2)c1	1.7%
O=C(O)COc1ccc(NC(=O)c2ccco2)cc1	-7.7%
CCOC(=O)C(NC(=O)NC1CCCCC1)(c1ccccc1)C(F)(F)F (stereo unspecified)	4.5%
CNc1ccccc(C(=O)/C=C/c2ccccc2OC)c1=O	11.8%
C/C(N)=C(/C#N)C(=O)CSc1nnc(Nc2c(C)cccc2C)s1	8.3%
FC(F)(F)c1cccc(Oc2ccc3c(C(F)(F)F)cc(C(F)(F)F)nc3n2)c1	4.2%
Cc1cc(Cl)c(S(=O)(=O)NCc2cccnc2)cc1OCC(=O)NC1CCCCC1	-1.9%
O=C(O)C1Nc2ccc(Br)cc2C2C=CCC12 (stereo unspecified)	12.4%
COc1ccc(-c2cc3ccc(OCc4nn[nH]n4)cc3oc2=O)cc1	-3.2%
CCCN(CCC)CCCNC(=O)c1cn(CCOC)c(=O)c2c1c1ccccc1n2C	-0.3%
CC(C)C(C)NC(=O)COc1ccc(S(=O)(=O)N2CCOCC2)cc1Cl (stereo unspecified)	4.4%
Cc1ccc(C(C)C)c(OCCCN2CC(C)OC(C)C2)c1 (stereo unspecified)	0.6%
Going on with the list.
SMILES	GST TR-FRET counter
Cc1c(NC(=O)c2cc(-c3cccs3)on2)c(=O)n(-c2ccccc2)n1C	-2.1%
C=CCN(CC=C)C(=S)NC(=O)c1ccc([N+](=O)[O-])cc1	13.9%
Nc1nc(-c2ccc(F)cc2)cc(C(F)(F)F)n1	3.5%
O=C(C1CCCN1S(=O)(=O)c1cccc2cccnc12)N1CCN(c2ccccc2)CC1 (stereo unspecified)	18.0%
CC(/C=C/c1ccco1)=N\NC(=O)c1cccnc1	21.4%
O=C(NCCS(=O)CCNC(=O)C(F)(F)F)C(F)(F)F	-1.9%
CCc1ccccc1NC(=O)c1cccc(NC(=O)/C=C/c2ccco2)c1	-3.7%
CCCCN(CCCC)S(=O)(=O)c1ccc(NC(=O)c2cccs2)cc1	-1.7%
COC(=O)c1c(NC(=O)CC2NCCNC2=O)sc2c1CCCC2 (stereo unspecified)	3.7%
Cc1cc(C)c2c(c1)[C@@H]1C=CC[C@@H]1[C@H](c1ccc(S(=O)(=O)N3CCOCC3)cc1)N2	23.1%
C=C(C)C(=O)Nc1cccc(C2=NOC3(C2)C[C@@H](C(N)=O)N(C(=O)/C=C/CC)C3)c1 (stereo partly specified)	4.4%
COc1ccc(NC(=O)c2cc3ccccn3n2)cc1	5.3%
COc1cc(-n2cnnn2)ccc1S(=O)(=O)N1CCOCC1	1.9%
CCOC(=O)N1CCN(S(=O)(=O)c2ccc(F)c(C(=O)Nc3cc(C)cc(C)c3)c2)CC1	-4.3%
O=C(O)CCc1ccc(S(=O)(=O)Nc2cc(C(F)(F)F)ccc2N2CCCC2)cc1	4.6%
O=[N+]([O-])c1ccccc1NC(=S)N/N=C/c1ccc(O)c(O)c1	8.6%
CCC(C)[C@H](NC(=O)N1CCCC1)C(=O)O (stereo partly specified)	-1.9%
CC(=O)NN1C(=O)/C(=C\c2ccc(Br)o2)SC1=S	8.6%
CCCS(=O)(=O)NCc1cn2c(C)csc2n1	15.7%
Cc1nc2nc(C)c(CCC(=O)N3CCN(c4ccccc4)CC3)c(C)n2n1	-0.9%
CSc1ccc(C2Nc3ccccc3-c3cc(C)nn32)cc1 (stereo unspecified)	-0.1%
CC1CCCCN1C(=O)c1ccc(S(=O)(=O)N2CCCCC2C)cc1 (stereo unspecified)	1.2%
CCOC(=O)CSc1nncc2ccc(OC)c(OC)c12	0.4%
CC1CCCN(CC(O)CN2CCN(CC(O)CN3CCCC(C)C3)C(C)C2)C1 (stereo unspecified)	0.9%
O=C1C(Cl)=C(N2CCCCC2)C(=O)C(Cl)=C1c1cnc(N2CCCCC2)s1	18.9%

Quoted at random: 2 records from the list, in no set order.
SMILES	GST TR-FRET counter
COc1cc(-n2cnnn2)ccc1S(=O)(=O)N1CCOCC1	1.9%
CC(=O)NN1C(=O)/C(=C\c2ccc(Br)o2)SC1=S	8.6%

Of the compounds above, these have fluorine.
SMILES	GST TR-FRET counter
Cc1c(CN2CCC(CO)(Cc3cccc(C(F)(F)F)c3)CC2)c2ccccc2n1C	-1.6%
CN(CC(=O)Nc1ccc(F)cc1)C(=O)c1cc(-c2ccco2)nc2ccccc12	2.0%
O=C(Nc1c2c(nn1-c1ccc(F)cc1)CS(=O)C2)C12CC3CC(CC(C3)C1)C2 (stereo unspecified)	-0.6%
Oc1ccccc1-c1cc(C(F)(F)C(F)F)[nH]n1	5.4%
CN(CC(=O)Nc1cccc(F)c1)C(=O)c1cccc(-n2cccc2)c1	-3.0%
O=C1CC(Nc2ccc(N3CCOCC3)cc2)C(=O)N1c1cccc(C(F)(F)F)c1 (stereo unspecified)	1.6%
Cc1cc(C)n2nc(SCC(=O)Nc3ccc(F)cc3)nc2n1	4.6%
CCNC(=O)C1CC(=O)N(Cc2ccc(F)cc2)C(=Nc2ccc(OC)cc2)S1 (stereo unspecified)	2.9%
CCOC(=O)C(NC(=O)NC1CCCCC1)(c1ccccc1)C(F)(F)F (stereo unspecified)	4.5%
FC(F)(F)c1cccc(Oc2ccc3c(C(F)(F)F)cc(C(F)(F)F)nc3n2)c1	4.2%
Nc1nc(-c2ccc(F)cc2)cc(C(F)(F)F)n1	3.5%
O=C(NCCS(=O)CCNC(=O)C(F)(F)F)C(F)(F)F	-1.9%
CCOC(=O)N1CCN(S(=O)(=O)c2ccc(F)c(C(=O)Nc3cc(C)cc(C)c3)c2)CC1	-4.3%
O=C(O)CCc1ccc(S(=O)(=O)Nc2cc(C(F)(F)F)ccc2N2CCCC2)cc1	4.6%

Later entries.
SMILES	GST TR-FRET counter
CC1CCC(NC(=O)CCS(=O)(=O)c2ccc3c(c2)CCN3C(=O)C2CC2)CC1 (stereo unspecified)	4.9%
Cc1oc(-c2ccc(Cl)cc2)cc1-c1nn2c(-c3ccoc3C)nnc2s1	11.2%
CCC(C)NC(=O)CSc1nc2n[nH]c(C)c2c(=N)n1-c1ccc(OC)cc1 (stereo unspecified)	-32.2%
COc1cc(-c2nnc(SCc3cc(=O)oc4cc(O)c(O)cc34)o2)cc(OC)c1OC	1.3%
O=C(Nc1cnn(Cc2ccc(Cl)c(Cl)c2)c1)c1nc2ncccn2n1	2.3%
CCc1nc2ccc(Cc3ccc4nc(CC)[nH]c4c3)cc2[nH]1	4.8%
S=C(Nc1cccc(Cl)c1)NC1CCCCC1	-0.5%
COc1ccc(CCNCc2ccc(OCc3ccccc3)cc2)cc1	-4.7%
COC(=O)c1cccc(NC(=O)c2cccc(OC)c2)c1	2.2%
C=CCNC(=S)NNC(=O)c1ccccc1	3.5%
CCCCCC(=O)Nc1nnn(CCC)n1	4.7%
COc1ccc(OC)c(/C(O)=C/C(=O)C(=O)Nc2ccccc2OC)c1	-3.6%
Cc1cc(Cl)c(S(=O)(=O)NCC2CCCO2)cc1OCC(=O)NC1CCCCC1 (stereo unspecified)	3.0%
c1cncc(-c2nnc3sc(-c4ccco4)nn23)c1	-0.6%
Cc1ccccc1C(=O)NCC(=O)OC(C)C(=O)NC(C)CCc1ccccc1 (stereo unspecified)	-0.6%
CSc1cccc(NC(=O)CN(c2cc(C)ccc2C)S(C)(=O)=O)c1	-1.4%
Cc1cccc(-n2c(Cc3cc(=O)[nH]c(=O)[nH]3)nnc2SCC(=O)NCC2CCCO2)c1 (stereo unspecified)	-1.4%
O=C(c1ccccc1)N1CCN(c2ccc(Cl)cc2)CC1	5.4%
Cc1ccc(NC(=O)CCCCCC2NC(=O)NC2C)cc1 (stereo unspecified)	?
COc1cc(NCCCNC(C)C)c2nccc(C)c2c1	28.7µM*
COc1ccc(C(=O)n2nc(-c3ccccc3)nc2SC)cc1	2.8%
Cc1ccc(NC(=O)CNC(=O)COc2ccccc2)nc1	0.6%
COc1ccc2nc3oc(C(=O)N4CCCCC4)cc3cc2c1	-5.5%
CN(C)c1ccc(O)c2c1CC1CC3[C@@H](N(C)C)C(=O)C(C(N)=O)=C(O)[C@]3(O)C(=O)C1=C2O (stereo partly specified)	26.1%
O=C(NCc1ccc(F)cc1)c1c(O)c2cccc3c2n(c1=O)CCC3	2.2%
Cc1ccc(-n2c(Cc3cccn3C)nnc2SCC(=O)Nc2nnc(C)s2)cc1	11.0%
Cc1ccccc1CS(=O)(=O)CCC(=O)NCCN1CCN(c2cccc(Cl)c2)CC1	4.3%

Compound activity (PubChem BioAssay)
